Bioassay records from PubChem.
zfTRPN1 agonist: zebrafish TRPN1 channel agonists, primary screen, cell-based, HEK293, calcium fluorescence. transient receptor potential cation channel N1 (TRPN1/NompC), Danio rerio. HEK293 zebrafish TRPN1-YFP, Fluo-8 calcium fluorescence; 100% = response to 87 µM carbachol. activation, % at 3 µM. hit rate 0.18% among 220,000. AID 1424, 2008;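 active means activation above its plate's cutoff, the mean activation of test wells on that plate plus 3 SD, cut at about 19% in these data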;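 further: 0% = DMSO alone and 100% = 87 µM carbachol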
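Material: zebrafish TRPN1-YFP in HEK293 cells; Doses: single test compound dose, 3 µM nominal, 0.3% DMSO; Timing: dye loading 1 h at 37 °C, then 30 min room temperature; Technique: intracellular calcium fluorescence with Fluo-8; Benchmarks: high carbachol 87 µM, low DMSO alone.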
p47phox inh: p47phox/p22phox peptide binding inhibitors, primary screen, biochemical, uHTS, NADPH oxidase regulatory subunit; Neutrophil cytosol factor 1 (Homo sapiens), P14598; inhibition, % at 24.7 µM; fluorescence polarization, 2 h; hit rate 0.53% among 220,000;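 active means inhibition above about 30%, limit read from the data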;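 further: 0% = p47phox with labelled peptide and 100% = labelled peptide alone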
Target sequence (P14598 whole entry, looked up): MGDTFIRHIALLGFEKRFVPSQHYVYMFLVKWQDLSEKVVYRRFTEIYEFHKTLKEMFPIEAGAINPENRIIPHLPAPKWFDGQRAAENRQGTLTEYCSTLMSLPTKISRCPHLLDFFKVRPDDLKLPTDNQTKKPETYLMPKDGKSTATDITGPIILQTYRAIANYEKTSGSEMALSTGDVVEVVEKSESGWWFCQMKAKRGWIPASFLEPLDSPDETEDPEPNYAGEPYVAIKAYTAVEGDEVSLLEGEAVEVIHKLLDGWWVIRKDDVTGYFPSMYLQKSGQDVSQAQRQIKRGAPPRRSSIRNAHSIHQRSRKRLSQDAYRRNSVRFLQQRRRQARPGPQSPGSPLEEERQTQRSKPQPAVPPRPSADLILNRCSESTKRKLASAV
Runt-SMMHC FRET: inhibitors of RUNX1 Runt–CBFb-SMMHC binding, primary screen, biochemical, FRET, Cerulean-Runt, Venus-CBFb-SMMHC, uHTS; Cerulean-Runt/Venus-CBFb-SMMHC FRET ratio 530/480, 1 h; inhibition, % at 20 µM; hit rate 0.74% among 220,000; AID 1434, 2008;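 active means mean inhibition across duplicate retests at 20 µM reaching about 50%, limit read from the data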;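 further: 0% = DMSO wells and 100% = wells with excess untagged CBFb-SMMHC; inhibitors lower the FRET ratio by blocking Runt binding to CBFb-SMMHC; some results filed as inactive read as strong as hits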
Target sequence (Q01196 whole entry, looked up): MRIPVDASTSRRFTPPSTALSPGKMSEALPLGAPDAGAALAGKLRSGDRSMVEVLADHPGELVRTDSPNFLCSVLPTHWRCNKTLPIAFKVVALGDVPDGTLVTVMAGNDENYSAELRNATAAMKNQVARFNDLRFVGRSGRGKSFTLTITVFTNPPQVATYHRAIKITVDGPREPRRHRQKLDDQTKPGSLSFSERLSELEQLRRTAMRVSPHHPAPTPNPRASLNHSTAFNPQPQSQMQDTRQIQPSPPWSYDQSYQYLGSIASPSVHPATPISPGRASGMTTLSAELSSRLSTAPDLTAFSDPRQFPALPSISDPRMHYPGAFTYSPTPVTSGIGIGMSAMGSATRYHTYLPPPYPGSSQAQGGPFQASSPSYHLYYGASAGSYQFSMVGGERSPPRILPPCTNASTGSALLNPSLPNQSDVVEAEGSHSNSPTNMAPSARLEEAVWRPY
Target sequence (Q13951 whole entry, looked up): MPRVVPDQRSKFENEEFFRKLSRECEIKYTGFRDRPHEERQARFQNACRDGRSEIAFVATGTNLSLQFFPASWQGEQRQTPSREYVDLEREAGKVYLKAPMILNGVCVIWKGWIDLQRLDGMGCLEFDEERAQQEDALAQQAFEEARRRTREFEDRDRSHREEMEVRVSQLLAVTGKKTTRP
MDM2 E3 inh: MDM2-luciferase reporter signal enhancers, primary screen, MDM2 E3 ligase inhibitor project, cell-based, luminescence, 1536-well; E3 ubiquitin-protein ligase Mdm2 (Homo sapiens), Q00987; cell-based MDM2 ubiquitination luciferase reporter, 2 h; 0 = plate control, 100 = twice control, blank-subtracted; signal enhancement, % at 5 µM; hit rate 0.11% among 210,000; AID 1230, 2008;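 active means signal enhancement of 30% or more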;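 further: luminescence tracks abundance of the self-degrading MDM2-luciferase fusion protein; higher signal means inhibition of MDM2 E3 ligase activity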
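System: stable MDM2–luciferase fusion reporter cells / Input: 2000 cells seeded into each well / Schedule: 4 h settle plus 2 h compound, 37 °C / Compound: single-point 5 µM / Buffer or medium: cells held in DMEM / Benchmarks: control and blank well means / Evaluation: percent signal gain over controls, blank-subtracted / Measured by: luciferase luminescence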
TRPML3 agonist: human TRPML3 channel agonists, primary screen, cell-based, HEK293 TRPML3-YFP, Fluo-8 calcium fluorescence, 3 µM; Mucolipin-3 (Homo sapiens), Q8TDD5; 100% = the carbachol control signal; activation, % at 3 µM; hit rate 0.29% among 220,000; AID 1448, 2008;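 active means activation above its plate's cutoff, the mean activation of the plate's test wells plus 3 SD, cut at about 12% in these data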;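 further: 0% = DMSO only wells and 100% = carbachol wells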
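Test system: HEK293 cells stably carrying human TRPML3-YFP; Doses: single dose, 3 µM final nominal compound, 0.3% DMSO final; Schedule: dye loading 1 h 37 °C then 30 min ambient, 125 s read; Technique: Fluo-8 calcium fluorescence; Benchmarks: high control carbachol 87 µM, low control DMSO.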
PPC-1+TRAIL kill: compounds killing PPC-1 cancer cells with TRAIL present, primary screen, TRAIL potentiator project, ATPLite luminescence, uHTS. PPC-1 cells + TRAIL, ATPLite viability luminescence. cell killing (% activity), % at 4 µM. hit rate 0.41% among 220,000. AID 1443, 2008;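 active means cell killing above 50% in the first pass at 4 µM, then a duplicate retest at 5 µM averaging 50% or more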;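 further: plate controls were cells with TRAIL plus DMSO for no effect and medium-only wells lacking cells for full effect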
TNF necrop inh: inhibitors of TNF-alpha triggered necroptosis, primary screen, cell-based, Jurkat FADD-/-, single concentration. Jurkat FADD-/- TNF necroptosis rescue, ATP luminescence, 24 h; 0 = TNF only, 100 = no-TNF cells. activation (protection from cell death), % at 10 µM. hit rate 0.068% among 220,000;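 active means activation, meaning protection from cell death, of at least 50% relative to plate controls; inactive means activation below 50%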;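 further: necroptosis triggered by 40 ng/mL TNF-alpha added together with compound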
CHOP inhibitor: inhibitors of CHOP promoter induction, primary screen, cell-based, unfolded protein response, luciferase reporter | hit rate 3.8% among 220,000 | CHO-K1 CHOP-promoter luciferase, tunicamycin-induced, 15-18 h | inhibition, % at 10 µM | AID 2732, 2010;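 active means compounds that reduced the stress-induced luciferase reporter signal by more than about 70% of percent inhibition, limit read from the data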;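 further: 0% = tunicamycin plus vehicle and 100% = wells without tunicamycin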
EBV gp42 block: Epstein-Barr virus gp42 inhibitors, primary screen, biochemical, uHTS, fluorescence polarization; Glycoprotein 42 (Epstein-Barr virus (strain AG876)), Q1HVG2; Fluorescence polarization binding assay, mP read-out; inhibition, % (tested at 21.74 µM); hit rate 0.42% among 220,000; AID 1085, 2008; in the data active means inhibition above about 50%
Starred values were filed as active, the others as inactive; . = no result given; & = joins results of further samples.

SMILES	zfTRPN1 agonist	p47phox inh	Runt-SMMHC FRET	MDM2 E3 inh	TRPML3 agonist	PPC-1+TRAIL kill	TNF necrop inh	CHOP inhibitor	EBV gp42 block
Cc1cc(NC(=O)CSc2nccn2-c2ccc([N+](=O)[O-])cc2)no1	-0.1	3	2	-5	0.6	0	1.0	-4	-7
O=C(Oc1cccc(C(=O)N2CCOCC2)c1)c1ccc(Br)cc1	0.1	2	0	-16	1.0	5	-3.3	5	-9
Cc1cccc(C)c1NS(=O)(=O)c1ccc2c(c1)NC(=O)CO2	0.1	2	0	4	0.1	4	0.1	12	2
CC(C)(C)OC(=O)N[C@H](Cc1ccccc1)C(=O)N1CCC(C(=O)O)CC1	1.1	5	-1	-12	0.6	13	0.7	15	-29
COc1ccc(Cl)cc1-c1nc(SCC(=O)NC2CC2)n[nH]1	-0.9	-2	4	-19	1.3	9	0.2	10	-5
CCOC(=O)C(=NCCCN(C)C)NNc1cc(C(F)(F)F)ccc1Cl	0.0	-7	4	-18	0.2	3	2.2	30	-2
CCOC(=O)C12CNC(=O)C(C(=O)OCC)(CNC1=O)C2	0.2	-18	7	-5	1.0	16	0.8	-6	-2
CCn1c(=O)n(CC)c2cc(S(=O)(=O)Nc3ccccc3C)c(C)cc21	0.4	-8	0	-4	-0.3	26	-3.4	37	-11
O=C(COC(=O)c1cc(=O)[nH]c2ccccc12)c1ccc(Br)cc1	1.2	13	2	.	-0.4	-4	0.5	72*	-4
CCCCCCOC(=O)Nc1ccc(S(=O)(=O)Nc2cccc([N+](=O)[O-])c2)cc1	-2.8	-11	1	-3	-0.1	3	2.4	106*	-1
COc1ccc(-c2nc3cccc(C)n3c2NCc2ccco2)cc1OC	0.2	-2	-64	-1	0.3	18	-5.5	39	1
CCCCOC(=O)c1ccc(OC(=O)c2cccnc2)cc1	-0.9	-11	-8	-15	-0.3	7	-2.5	57	-18
O=C1/C(=C/c2ccccc2)CSc2sccc21	-2.7	-7	-1	-8	-0.5	0	5.1	8	-11
O=[N+]([O-])c1ccc(C[n+]2ccc(Cc3ccccc3)cc2)cc1	0.2	-7	16	0	0.8	16	-1.7	6	1
Cc1ccc(CC2CC(=O)N(C(Cc3ccccc3)C(=O)O)C2=O)cc1 (configuration not stated)	0.1	-3	-2	-4	1.4	10	0.0	-7	4
CC(=O)N1CCN(c2ncnc3sc(-c4ccccc4)cc23)CC1	0.1	0	0	-17	0.5	23	0.3	11	-7
COC(=O)c1cc(NC(=O)c2ccoc2C)cc(C(=O)OC)c1	0.4	-13	1	1	-0.8	-6	0.5	42	-16
CC(Oc1ccccc1Cl)c1nnc(N)s1 (configuration not stated)	0.1	4	2	-13	0.6	32	1.4	-39	-1
CC1CCN(c2ncnc3ccccc23)CC1	5.2	-10	0	.	1.6	16	-3.3	38	-17
Cc1cccc(OCC(=O)Nc2ccc3c(c2)OCO3)c1C	-0.7	-3	-7	-4	-0.4	15	-1.7	54	-7

Entries listed so far containing a carbonyl joined to an NH by a bond outside any ring:
SMILES	zfTRPN1 agonist	p47phox inh	Runt-SMMHC FRET	MDM2 E3 inh	TRPML3 agonist	PPC-1+TRAIL kill	TNF necrop inh	CHOP inhibitor	EBV gp42 block
Cc1cc(NC(=O)CSc2nccn2-c2ccc([N+](=O)[O-])cc2)no1	-0.1	3	2	-5	0.6	0	1.0	-4	-7
CC(C)(C)OC(=O)N[C@H](Cc1ccccc1)C(=O)N1CCC(C(=O)O)CC1	1.1	5	-1	-12	0.6	13	0.7	15	-29
COc1ccc(Cl)cc1-c1nc(SCC(=O)NC2CC2)n[nH]1	-0.9	-2	4	-19	1.3	9	0.2	10	-5
CCCCCCOC(=O)Nc1ccc(S(=O)(=O)Nc2cccc([N+](=O)[O-])c2)cc1	-2.8	-11	1	-3	-0.1	3	2.4	106*	-1
COC(=O)c1cc(NC(=O)c2ccoc2C)cc(C(=O)OC)c1	0.4	-13	1	1	-0.8	-6	0.5	42	-16
Cc1cccc(OCC(=O)Nc2ccc3c(c2)OCO3)c1C	-0.7	-3	-7	-4	-0.4	15	-1.7	54	-7

Next structures.
SMILES	zfTRPN1 agonist	p47phox inh	Runt-SMMHC FRET	MDM2 E3 inh	TRPML3 agonist	PPC-1+TRAIL kill	TNF necrop inh	CHOP inhibitor	EBV gp42 block
Clc1ccc(CSc2nnc(CNc3cccc(Cl)c3)o2)cc1	-0.9	-8	-2	-19	-0.1	9	23	93*	-2
COc1ccc(OCC(=O)N/N=C/c2ccsc2)cc1	0.7	74*	5	-10	0.4	-8	1.2	7	-19
CN(C)C(=O)N1CCC(C(=O)N2CCCC(C(=O)c3cccc4ccccc34)C2)CC1 (configuration not stated)	0.7	0	-1	-14	1.5	9	3.5	-4	1
COc1ccc(Nc2nc(C)cc(C)c2C#N)cc1OC	0.3	-1	2	-2	-0.6	2	0.2	5	5
Cc1[nH]c2c(C)cccc2c1CN1CCC(CO)(Cc2ccccc2)CC1	2.0	-3	3	-11	0.4	14	-3.5	17	-7
COc1cccc(-c2nnc3sc(-c4ccccc4)nn23)c1	1.7	6	2	.	0.2	15	-0.3	-29	3
COc1ccc(NC(=O)CNC(=O)c2ccc([N+](=O)[O-])cc2)cc1	-0.1	-8	-4	-8	0.8	16	0.6	15	-23
CCOC(=O)/C(C#N)=C1\C(=O)N(Cc2ccccc2)c2ccccc21	-0.8	-4	11	-79	-0.5	8	-4.4	20	-3
COC(=O)c1sc2ccccc2c1NC(=O)c1cccs1	-1.8	4	-6	-13	-0.7	1	-0.8	33	-12
O=C(CSc1nc(-c2ccccc2F)nc2nc[nH]c12)Nc1c(Cl)cc(Cl)cc1Cl	2.8	13	3	-16	0.9	0	0.4	-20	-2
CCOc1ccc(CN(C)C(=O)c2cccnc2OCC)cc1OC	0.4	0	-5	-8	-0.7	14	-0.5	15	-11
CCOC(=O)C1=C(C)NC(=S)NC1c1ccc(OC(=O)c2ccco2)cc1 (configuration not stated)	-1.2	-3	2	-8	-1.0	17	0.8	-6	4
COCc1nnc(SCC(=O)NCc2ccccc2)n1-c1ccccc1	25*	-4	-3	-7	-0.6	13	-1.2	11	-12
Cc1ccc(/C=N/NC(=O)COc2ccccc2-c2ccccc2)cc1	-0.7	2	-1	5	0.0	-10	-18	90*	-8
CCCn1c(N)c(C(=O)CSc2nnc(-c3ccco3)n2Cc2ccccc2)c(=O)[nH]c1=O	0.1	-17	.	-5	-0.2	.	-2.1	3	-12
CC(C)(C)NC(=O)C(c1ccco1)N(Cc1ccc(F)cc1)C(=O)c1snc(C(N)=O)c1N (configuration not stated)	-1.8	-2	2	-10	-1.2	0	-1.6	38	2
O=[N+]([O-])c1ccc(Cl)cc1Sc1ccccn1	-0.7	-3	-2	-5	0.5	33	-2.0	1	-16
N/C(COc1cccc(Cl)c1)=N\O	-0.6	6	-2	-11	0.0	8	1.7	-14	-11
Cc1cccc(NC(=O)NCc2ccccn2)c1	-1.0	-7	2	-3	-0.3	15	0.3	14	-15
CSc1ccc(C2Nc3ccccc3-c3cc(C)nn32)cc1 (configuration not stated)	-1.2	-12	-2	-9	-1.0	12	-3.2	39	-3

Marked active in p47phox inh, among the entries above:
molecule | p47phox inh | Runt-SMMHC FRET | TRPML3 agonist | CHOP inhibitor | EBV gp42 block
COc1ccc(OCC(=O)N/N=C/c2ccsc2)cc1 | 74* | 5 | 0.4 | 7 | -19

Other entries.
SMILES	zfTRPN1 agonist	p47phox inh	Runt-SMMHC FRET	MDM2 E3 inh	TRPML3 agonist	PPC-1+TRAIL kill	TNF necrop inh	CHOP inhibitor	EBV gp42 block
Cc1nc2cc3nc(C)sc3cc2s1	0.2	3	26	-4	1.0	4	0.6	-19	-14
Cc1ccc(NC(=S)NCCSc2ccc(Cl)cc2)cc1	-1.3	-14	-5	-12	0.5	4	-3.7	-13	-7
COc1cccc(C(=O)Nc2ccc(S(=O)(=O)NCc3ccco3)cc2)c1	2.1	-9	3	3	0.4	-6	0.6	31	-18
CCCCn1c(N)c(N(CC)C(=O)CSc2nnnn2-c2cc(C)ccc2C)c(=O)[nH]c1=O	-2.7	-4	1	-11	0.0	2	-2.0	-18	-20
CCOC(=O)c1ccc(-c2n[nH]c(=O)c3ccccc23)cc1	0.7	1	2	5	0.0	-13	0.2	24	0
Nc1ccc(C(=O)OCC(=O)NC2CC2)cc1[N+](=O)[O-]	0.6	-11	4	-8	0.1	17	0.1	7	-5
CCCSc1nc2cc(C)c(C)cc2n1CC(C)O (configuration not stated)	0.6	-1	-4	4	0.3	19	0.6	-6	-16
CC(=O)Nc1ccc(S(=O)(=O)NC2(C(F)(F)F)C(=O)Nc3c2c(=O)[nH]c(=O)n3Cc2ccccc2)cc1 (configuration not stated)	2.3	-4	2	-3	0.4	16	1.2	9	-5
Cc1cccc(C)c1NC(=O)COC(=O)c1ccccc1[N+](=O)[O-]	-0.6	-1	2	-13	0.5	-10	0.0	17	5
Cc1ccccc1N1C(=O)C(Oc2ccc(Cl)cc2)C1CNCCCOC(C)C (configuration not stated)	0.4	-4	2	2	0.8	-3	4.9	36	-18
Cc1ccc(S(=O)(=O)N2CCC(=O)N(CCOC(=O)NCc3ccccc3)CC2)cc1	-1.3	1	0	.	-0.3	2	1.2	-2	0
COc1cc2c(cc1O)C(Cc1ccc(O)cc1)NCC2 (configuration not stated)	0.9	-7	-6	.	0.8	15	0.9	6	-15
CN(C(=O)C(Cl)Cl)C1CC2C=CC1C2 (configuration not stated)	0.5	-10	0	-11	0.9	-8	4.4	20	-11
COc1ccc(NC(=O)CSc2nnc(-c3ccccn3)n2Cc2ccco2)cc1OC	0.2	-17	2	-16	0.1	-2	0.4	-2	-11
O=C(c1cccc(C(=O)N2CCN(c3ccccc3F)CC2)n1)N1CCN(c2ccccc2F)CC1	2.3	0	0	-17	0.2	-26	-3.0	37	-5
Nc1nc2ccc(OC(F)(F)F)cc2s1	-0.3&-0.5	-1&-6	0&-2	.	0.4&0.5	17&12	-1.0	7&-9&-3	-14&-6
